Screening results deposited in PubChem by Broad Institute.
E-sel inducer = induces E-selectin expression in human endothelial cells | P16581 | HUVEC E-selectin immunofluorescence imaging; normalized: neutral wells 0, TNF-alpha wells 100 | activation, % at 7.58 µM | actives 0.37% (n = 260,000);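 active = mean E-selectin-positive cell signal at least 10% of the positive control, reached in at least 60% of replicates, without over 20% cell loss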;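 note: in these data hits start at about 27%; measured in HUVEC primary endothelial cells; signal is the percent of cells scored E-selectin positive by PE staining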
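assay system = HUVEC, human umbilical vein endothelial cells | input = 3,000 HUVEC seeded per well | medium = EGM-2 growth medium on 0.1% gelatin-coated wells | dosing = one compound dose added by pin transfer | signal = immunofluorescence imaging | read-out basis = % PE-positive cells | control set = TNF-alpha, DMSO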
PglD inh = PglD (C. jejuni) enzyme inhibition; purified PglD enzyme, DTNB colorimetric CoA detection; inhibition, % at 12.5 µM; actives 0.098% (n = 360,000); in the data active = inhibition above about 16%, passing the limit was not always enough; note: strong numbers were not always called active
RAD54 inh = inhibitors of human RAD54 branch migration. actives 0.14% (n = 360,000). AID 602329. inhibition, % at 10.4 µM. RAD54 Holliday junction branch migration, FAM/BHQ fluorescence. Q92698;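 active = mean normalized replicate activity at least 40 and at least half of replicates scoring 40 or more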;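 note: 0% = median of neutral control wells and 100% = median of positive control wells; inhibitors cause a drop in the FAM fluorescence signal; in these data hits start at about 50%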
Target sequence (Q92698 whole entry, looked up): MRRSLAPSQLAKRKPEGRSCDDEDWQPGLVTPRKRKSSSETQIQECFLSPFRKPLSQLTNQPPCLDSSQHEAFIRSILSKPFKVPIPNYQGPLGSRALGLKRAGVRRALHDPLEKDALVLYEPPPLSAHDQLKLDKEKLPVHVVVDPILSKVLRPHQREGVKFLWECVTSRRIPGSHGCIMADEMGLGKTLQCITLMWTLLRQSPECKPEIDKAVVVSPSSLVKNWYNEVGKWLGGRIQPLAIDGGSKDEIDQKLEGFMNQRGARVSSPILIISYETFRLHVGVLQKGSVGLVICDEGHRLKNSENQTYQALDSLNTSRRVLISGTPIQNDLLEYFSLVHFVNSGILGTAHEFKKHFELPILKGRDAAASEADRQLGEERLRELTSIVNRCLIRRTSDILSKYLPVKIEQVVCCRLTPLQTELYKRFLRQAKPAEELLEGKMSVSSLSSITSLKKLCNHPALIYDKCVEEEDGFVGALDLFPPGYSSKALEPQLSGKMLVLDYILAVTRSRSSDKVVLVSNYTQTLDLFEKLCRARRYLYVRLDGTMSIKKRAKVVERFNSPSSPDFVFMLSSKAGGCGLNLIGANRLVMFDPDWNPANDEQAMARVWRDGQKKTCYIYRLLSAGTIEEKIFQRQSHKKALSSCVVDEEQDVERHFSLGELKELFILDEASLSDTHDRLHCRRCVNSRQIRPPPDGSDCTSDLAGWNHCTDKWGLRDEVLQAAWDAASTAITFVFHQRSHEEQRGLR
ARNT TACC3 PPI = disruptors of human ARNT/TACC3 interaction; Q9Y6A5; actives 0.66% (n = 390,000); AlphaScreen His-ARNT PAS-B/GST-TACC3 binding, luminescence; TACC3 fragment carries E629A point mutation; inhibition, % at 9.99 µM; AID 623870;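 active = mean inhibition of replicates at least 50% and at least half of replicates each reaching 50%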;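 note: 0% = complete ARNT plus TACC3 wells and 100% = ARNT alone without TACC3; many hits fall short of the cut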
esBAF inh = blocks esBAF chromatin remodeling in mouse ES cells; actives 2% (n = 350,000); reporter increase, % at 12.5 µM; Bmi1-luciferase knock-in reporter, 24 h; 100% = twice the neutral-well signal; in the data active = activation above about 40%;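 note: 0% = median of the plate's neutral control wells and 100% = double that signal; a rise in the Bmi1 reporter signal indicates esBAF inhibition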
RAD52 anneal inh = RAD52 (human) annealing inhibition; P43351; recombinant RAD52 DNA annealing, FRET fluorescence; inhibition, % at 18.7 µM; actives 0.46% (n = 360,000); AID 651710;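 active = every replicate showing at least 50% inhibition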
Casp6 inh = caspase-6 (human) enzyme inhibition. AID 686996. inhibition, % at 12.5 µM. purified caspase-6, Z-VEID-R110 cleavage fluorescence. actives 0.53% (n = 350,000);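 active = mean inhibition across replicates at least about 35%, with every replicate also reaching that limit, limit read from the data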;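 note: 0% = median of neutral control wells and 100% = no fluorescence left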
Target sequence (P55212 24-179 limits assumed): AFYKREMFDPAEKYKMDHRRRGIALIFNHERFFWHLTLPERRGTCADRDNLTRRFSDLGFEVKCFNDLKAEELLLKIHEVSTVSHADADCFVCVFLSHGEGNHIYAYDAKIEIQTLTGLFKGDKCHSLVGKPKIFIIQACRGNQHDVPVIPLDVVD
Target sequence (P55212 194-293 limits assumed): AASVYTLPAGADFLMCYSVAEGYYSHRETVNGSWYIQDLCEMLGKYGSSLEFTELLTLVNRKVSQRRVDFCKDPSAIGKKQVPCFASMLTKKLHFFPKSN
ERp5 block = ERp5 (human) disulfide isomerase inhibition; ERp5 insulin aggregation, absorbance 650 nm, 90 min; AID 651711; actives 0.05% (n = 350,000); inhibition, % at 9.99 µM; Q15084;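 active = mean replicate inhibition above about 25%, with every replicate also reaching it, limit read from the data, passing the limit was not always enough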
* = called active by the depositor; · = no result given.

#	mol	esBAF inh	ERp5 block	RAD52 anneal inh	RAD54 inh	ARNT TACC3 PPI	E-sel inducer	Casp6 inh	PglD inh
1	Cc1nn(-c2ncc(C(F)(F)F)cc2Cl)c(=O)n1-c1ccccc1F	-7	-5	-8	-2	-2	0.5	2	1
2	CC(=O)Nc1nc(C)cs1	6	1	-18	3	-4	1.9	3	-3
3	CCOC(=O)C1CCCN(C(=O)c2ccc3oc(Cc4ccccc4)nc3c2)C1 (centres undefined)	70*	-4	-8	-1	0	·	0	9
4	COc1ccc(NC(=O)Nc2ccc3c(c2)C(=O)N([C@@H](C)CO)C[C@H](C)[C@@H](CN(C)C(=O)Nc2ccc4c(c2)OCO4)OCCCC[C@H](C)O3)cc1	-4	-1	-11	3	8	0.1	3	1
5	COc1ccc(CNC(=O)C[C@H]2C[C@H]3c4cc(NC(=O)CC5CC5)ccc4O[C@H]3[C@H](CO)O2)cc1	-1	·	·	-16	-10	-0.5	·	-1
6	O=C(Cc1cccc(C(F)(F)F)c1)NCc1cccnc1	-2	1	4	-4	-10	·	-1	-5
7	CCC(=O)N(C)C[C@@H]1Oc2cc(Br)ccc2S(=O)(=O)N([C@H](C)CO)C[C@@H]1C	-4	-3	6	-4	-1	0.3	0	-1
8	COc1ccccc1NC(=O)CSc1nnc(CCNC(=O)c2ccc(C)cc2)n1C	·	-6	3	·	-5	·	-3	·
9	COc1ccc(Nc2nnc(SCC(=O)NC3CCS(=O)(=O)C3)s2)cc1 (centres undefined)	3	6	-6	-11	-3	-0.2	0	1
10	C[C@H](CO)N1C[C@H](C)[C@H](CN(C)Cc2ccncc2)Oc2ncc(C#Cc3ccc(C(F)(F)F)cc3)cc2C1=O	-1	0	-20	3	24	·	-1	3
11	COCC(=O)NC[C@H]1N[C@H](CO)[C@H]1c1ccc(-c2ccccc2F)cc1	2	-1	-35	-7	-5	0.0	-4	2
12	CCOC(=O)c1cnc(-c2ccccc2)nc1Oc1ccc(OC)cc1	·	2	-2	·	-7	0.1	1	·
13	Cc1ccc2nc(N3C(=O)C(O)=C(C(=O)c4ccc(C)o4)C3c3cccc(O)c3)sc2c1 (centres undefined)	·	-1	-60	·	1	3.4	15	·
14	O=[N+]([O-])c1ccc(S(=O)Cc2ccccc2)c([N+](=O)[O-])c1 (centres undefined)	·	4	-5	·	-3	0.1	3	·
15	CC1(C)Cc2nc(NCCN3CCOCC3)c(C#N)cc2CO1	-9	·	·	1	-6	·	·	-2

The list goes on.
#	mol	esBAF inh	ERp5 block	RAD52 anneal inh	RAD54 inh	ARNT TACC3 PPI	E-sel inducer	Casp6 inh	PglD inh
16	COc1ccc(C[C@@H]2CCc3cnnn3COC[C@H](c3ccccc3)NC2=O)cc1	·	1	5	·	·	0.0	-2	·
17	O=C(CSc1nnc(-c2ccco2)n1Cc1ccco1)N1CCOCC1	-9	·	·	-3	-5	·	·	-1
18	CC(=O)c1ccc(NC(=O)c2sc3nc(N4CCOCC4)c4c(c3c2N)CCCC4)cc1	4	-1	-11	2	4	·	-1	-3
19	COc1cccc(-n2cnc3scc(-c4cccs4)c3c2=O)c1	2	·	·	-15	4	·	·	4
20	COc1cccc(CNC(=O)c2cccnc2Sc2ccc(C)cc2C)c1	-2	0	-10	4	-30	·	3	4
21	CN(C)C(=O)c1cccc(-c2ccc3c(c2)[C@@H]2[C@@H](CCN2Cc2nccs2)[C@@H](CO)N3)c1	1	-1	-1	12	5	-0.2	11	0
22	COc1cc(C(=O)CCN2CCC(c3ccccc3)C2)cc(OC)c1OC (centres undefined)	-4	2	-1	3	-1	·	-5	7
23	CCCS(=O)(=O)N1CCC(C(=O)NC2CCCCC2C)CC1 (centres undefined)	-3	·	·	1	-6	·	·	-2
24	CC(C)Cc1nnc(NC(=O)CSc2nc(N)cc(=O)[nH]2)s1	-13	·	·	0	2	·	·	-2
25	Cc1ccc(S(=O)(=O)N2CC[C@@H]3[C@H]2c2cc(C#Cc4ccc(F)cc4)ccc2N[C@@H]3CO)cc1	-2	2	-17	1	27	-0.2	3	3
26	C[C@H]1CN([C@@H](C)CO)C(=O)c2cccc(NC(=O)Nc3ccc(F)cc3)c2O[C@@H]1CN(C)Cc1ccc2c(c1)OCO2	-2	-1	12	4	1	0.5	-3	-1
27	CCN(CC)C(=O)c1sc(NC(=O)c2c(OC)cccc2OC)c(C#N)c1C	11	2	-10	8	11	·	2	5
28	Nc1nc(=S)[nH]c2c1C1(CCCCC1)Cc1ccccc1-2	·	8	-19	1	-2	·	-1	-7
29	CNC[C@H]1Oc2ccc(NC(=O)C3CC3)cc2C(=O)N([C@H](C)CO)C[C@H]1C	-1	-4	2	-7	-3	-0.4	2	-2
30	C=C(C)CNC(=S)N/N=C1\CCCCc2ccccc21	·	-2	-7	-7	12	·	0	-1

Printed as active in esBAF inh, of those listed so far:
item | SMILES | esBAF inh | ERp5 block | RAD52 anneal inh | ARNT TACC3 PPI | Casp6 inh | PglD inh
3 | CCOC(=O)C1CCCN(C(=O)c2ccc3oc(Cc4ccccc4)nc3c2)C1 (centres undefined) | 70* | -4 | -8 | 0 | 0 | 9

Next records follow:
#	mol	esBAF inh	ERp5 block	RAD52 anneal inh	RAD54 inh	ARNT TACC3 PPI	E-sel inducer	Casp6 inh	PglD inh
31	COc1ccccc1S(=O)(=O)N(C)C[C@@H]1Oc2cc(C#CCC3CCCC3)ccc2S(=O)(=O)N([C@@H](C)CO)C[C@@H]1C	1	-6	1	-5	31	0.2	5	1
32	Cc1ccc(S(=O)(=O)Nc2ccc3c(c2)C(=O)N([C@H](C)CO)C[C@@H](C)[C@H](CN(C)C(=O)Nc2ccc(C(F)(F)F)cc2)OCCCC[C@@H](C)O3)cc1	-1	-1	-7	-1	2	1.1	1	3
33	CC(C)C(=O)N1C2CCC1CC(O)(c1ccc(F)cc1)C2 (centres undefined)	1	·	·	-7	-2	·	·	-6
34	O=C(COC(=O)c1ccc(S(=O)(=O)N2CCOCC2)cc1)NCc1ccccc1	-5	9	-3	-4	0	1.1	-2	-3
35	COc1cccc(C(=O)NNC(=O)CCN2CCN(c3ccccc3)CC2)c1	5	4	-5	-9	-7	-0.1	-2	-5
36	CCNc1nc(Oc2c(Cl)cccc2Cl)cc(C(F)(F)F)n1	-2	·	·	1	24	·	·	-7
37	O=C(C[C@H]1CC[C@H]2[C@@H](COC[C@@H](O)CN2S(=O)(=O)c2cccc(F)c2)O1)Nc1ccc(-c2ccccc2)cc1	4	0	13	4	-3	0.1	-2	2
38	CCCCCC(=O)NC(=S)NNC(=O)c1ccc([N+](=O)[O-])cc1	·	-4	-4	·	1	2.0	1	·
39	CCCCC(=O)NC(c1ccc(OC)c(OC)c1)c1ccc2cccnc2c1O (centres undefined)	-56	3	-13	-5	5	·	-1	-3
40	CCOC(=O)C1=C(C)NC(=O)NC1c1ccsc1 (centres undefined)	2	3	-10	-1	-18	·	0	0
41	O=C(C(Cl)Cl)N1CCN(Cc2ccccc2)CC1	·	6	0	·	-10	-1.7	-39	·
42	CN1CCN(CCC(=O)Nc2cccc(F)c2)CC1	-2	·	·	2	3	·	·	-1
43	CCCC(C)C(=O)Nc1ccc(F)c(Cl)c1 (centres undefined)	12	1	-4	4	1	1.8	-3	0
44	CNS(=O)(=O)c1ccc2nc(NC(=O)/C=C/c3ccco3)sc2c1	·	-3	-37	·	·	-2.5	3	·
45	Cc1cc(-c2n[nH]c(=S)n2CC(C)C)cs1	·	1	-1	·	-28	·	0	·

2 entries drawn at random from those above:
#	mol	esBAF inh	ERp5 block	RAD52 anneal inh	RAD54 inh	ARNT TACC3 PPI	E-sel inducer	Casp6 inh	PglD inh
25	Cc1ccc(S(=O)(=O)N2CC[C@@H]3[C@H]2c2cc(C#Cc4ccc(F)cc4)ccc2N[C@@H]3CO)cc1	-2	2	-17	1	27	-0.2	3	3
44	CNS(=O)(=O)c1ccc2nc(NC(=O)/C=C/c3ccco3)sc2c1	·	-3	-37	·	·	-2.5	3	·

(listing goes on)
#	mol	esBAF inh	ERp5 block	RAD52 anneal inh	RAD54 inh	ARNT TACC3 PPI	E-sel inducer	Casp6 inh	PglD inh
46	C[C@@H]1CN([C@@H](C)CO)C(=O)c2cc(NC(=O)c3ccncc3)ccc2O[C@H]1CN(C)Cc1ccc(C(F)(F)F)cc1	-3	1	-7	8	1	-8.4	-1	0
47	CN(C)S(=O)(=O)c1cc(NC(=O)CSc2cccc[n+]2[O-])ccc1Cl	11	-2	-15	-3	3	0.1	4	-4
48	O=Cc1ccc(N2CCN(S(=O)(=O)c3ccc4c(c3)CC(=O)N4)CC2)cc1	2	0	-28	-6	·	9.8	-1	-3
49	CCc1noc(C)c1C(=O)N1CCC(CCC(=O)Nc2cccc(C)c2)CC1	·	-5	-10	-3	-16	-1.5	1	-1
50	CCc1ccnc(NS(=O)(=O)c2ccc3c(c2)OCCO3)c1	·	7	-17	-5	·	·	5	5
51	O=C(Nc1ccc2[nH]c(=S)sc2c1)Nc1ccccc1F	32	-3	-19	7	12	0.3	0	8
52	COc1ccccc1C(=O)N1CC(=O)Nc2ccc(F)cc2C1c1ccccc1 (centres undefined)	-6	-3	-33	0	-28	0.9	5	2
53	CC(=O)NS(=O)(=O)c1ccc(NC(=S)NC(=O)Cc2ccccc2)cc1	6	1	-8	0	-3	·	-1	0
54	O=C(c1ccc(CS(=O)(=O)c2ccc(Br)cc2)o1)N1CCCC1	-1	2	-16	-2	-13	·	-1	4

13 entries from above in a different format.
40. CCOC(=O)C1=C(C)NC(=O)NC1c1ccsc1 (centres undefined)
41. O=C(C(Cl)Cl)N1CCN(Cc2ccccc2)CC1
42. CN1CCN(CCC(=O)Nc2cccc(F)c2)CC1
43. CCCC(C)C(=O)Nc1ccc(F)c(Cl)c1 (centres undefined)
44. CNS(=O)(=O)c1ccc2nc(NC(=O)/C=C/c3ccco3)sc2c1
45. Cc1cc(-c2n[nH]c(=S)n2CC(C)C)cs1
46. C[C@@H]1CN([C@@H](C)CO)C(=O)c2cc(NC(=O)c3ccncc3)ccc2O[C@H]1CN(C)Cc1ccc(C(F)(F)F)cc1
47. CN(C)S(=O)(=O)c1cc(NC(=O)CSc2cccc[n+]2[O-])ccc1Cl
assay / entry | 40 | 41 | 42 | 43 | 44 | 45 | 46 | 47
esBAF inh | 2 | · | -2 | 12 | · | · | -3 | 11
ERp5 block | 3 | 6 | · | 1 | -3 | 1 | 1 | -2
RAD52 anneal inh | -10 | 0 | · | -4 | -37 | -1 | -7 | -15
RAD54 inh | -1 | · | 2 | 4 | · | · | 8 | -3
ARNT TACC3 PPI | -18 | -10 | 3 | 1 | · | -28 | 1 | 3
E-sel inducer | · | -1.7 | · | 1.8 | -2.5 | · | -8.4 | 0.1
Casp6 inh | 0 | -39 | · | -3 | 3 | 0 | -1 | 4
PglD inh | 0 | · | -1 | 0 | · | · | 0 | -4

48. O=Cc1ccc(N2CCN(S(=O)(=O)c3ccc4c(c3)CC(=O)N4)CC2)cc1
49. CCc1noc(C)c1C(=O)N1CCC(CCC(=O)Nc2cccc(C)c2)CC1
50. CCc1ccnc(NS(=O)(=O)c2ccc3c(c2)OCCO3)c1
51. O=C(Nc1ccc2[nH]c(=S)sc2c1)Nc1ccccc1F
52. COc1ccccc1C(=O)N1CC(=O)Nc2ccc(F)cc2C1c1ccccc1 (centres undefined)
assay / entry | 48 | 49 | 50 | 51 | 52
esBAF inh | 2 | · | · | 32 | -6
ERp5 block | 0 | -5 | 7 | -3 | -3
RAD52 anneal inh | -28 | -10 | -17 | -19 | -33
RAD54 inh | -6 | -3 | -5 | 7 | 0
ARNT TACC3 PPI | · | -16 | · | 12 | -28
E-sel inducer | 9.8 | -1.5 | · | 0.3 | 0.9
Casp6 inh | -1 | 1 | 5 | 0 | 5
PglD inh | -3 | -1 | 5 | 8 | 2
